# Source: PubChem
# TDP1 cell CPT: growth inhibition of DT40 Tdp1-/-;hTDP1 cells with camptothecin (screen for TDP1 inhibitors); 420,000 compounds, 12% hits; chicken DT40 Tdp1-/-;hTDP1 cells + 20 nM CPT, ATP luminescence, 48 h; Potency, µM (top dose mostly 46.2 µM), for inactives: top-dose activity change, negative = growth inhibition, usual class: inhibitors; also: nearly all actives have a fitted effect of over 55% in size
#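 Chicken DT40 Tdp1-/- cells complemented with human TDP1, 400 cells/well, exposed to compounds plus 20 nM camptothecin for at least 48 h at 37 C; viability read as ATP content by CellTiter-Glo luminescence.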
# DT40 TDP1 no CPT: qHTS for Inhibitors of human tyrosyl-DNA phosphodiesterase 1 (TDP1): qHTS in cells in absence of CPT; Potency, µM (titrated, usually from 46.2 µM), inactives show at the top dose activity change, negative = growth inhibition, actives largely listed as inhibitors; DT40 Tdp1-/- hTDP1 cells, no CPT, ATP luminescence, 48 h; AID 686978, 2013; 420,000 compounds, 15% hits; also: nearly all actives have a fitted effect of over 55% in size
#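 A cellular qHTS used chicken DT40 cells lacking endogenous Tdp1 but carrying stably transfected human TDP1. Compounds were applied without camptothecin, and cell growth kinetics were judged by ATP-dependent luminescence after ≥48 hr.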
# KAT2A inh: blocks human GCN5L2 histone acetyltransferase. AID 504327. 390,000 compounds, 0.21% hits. Q92830. Potency, µM (highest dose often 58.9 µM), inactives show at the highest dose activity change, negative = inhibition, most hits filed as inhibitors. GCN5L2 HAT assay, ThioGlo1 CoA-SH fluorescence
# Target sequence (Q92830 whole entry, looked up): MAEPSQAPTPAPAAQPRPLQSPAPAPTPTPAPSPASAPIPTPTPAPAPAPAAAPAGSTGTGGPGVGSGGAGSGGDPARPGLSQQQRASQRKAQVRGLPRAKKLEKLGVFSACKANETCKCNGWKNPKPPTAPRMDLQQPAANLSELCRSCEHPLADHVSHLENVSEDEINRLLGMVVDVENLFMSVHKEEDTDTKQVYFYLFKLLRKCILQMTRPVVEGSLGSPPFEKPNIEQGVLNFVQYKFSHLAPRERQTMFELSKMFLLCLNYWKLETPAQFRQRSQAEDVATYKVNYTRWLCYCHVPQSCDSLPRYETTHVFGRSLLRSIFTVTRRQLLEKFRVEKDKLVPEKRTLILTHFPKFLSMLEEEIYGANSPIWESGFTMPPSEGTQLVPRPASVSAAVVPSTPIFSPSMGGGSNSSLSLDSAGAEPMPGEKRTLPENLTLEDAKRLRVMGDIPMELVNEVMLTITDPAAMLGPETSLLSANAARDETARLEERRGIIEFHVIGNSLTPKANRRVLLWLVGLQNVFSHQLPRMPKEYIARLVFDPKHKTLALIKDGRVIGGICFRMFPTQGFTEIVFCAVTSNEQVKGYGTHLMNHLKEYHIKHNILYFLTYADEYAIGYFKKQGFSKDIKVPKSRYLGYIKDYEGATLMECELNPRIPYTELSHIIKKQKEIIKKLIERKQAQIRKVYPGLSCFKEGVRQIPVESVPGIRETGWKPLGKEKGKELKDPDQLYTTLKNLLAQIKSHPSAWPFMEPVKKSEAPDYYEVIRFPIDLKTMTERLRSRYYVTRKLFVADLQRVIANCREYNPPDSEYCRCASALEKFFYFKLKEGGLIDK
#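 Compounds, pin-transferred from DMSO stocks, meet 20nM GCN5L2 for 15 min before the reaction begins with H3(1-25) peptide (75uM) and acetyl-CoA (70uM). Thiol-reactive ThioGlo1 reports CoA release over 20 min at room temperature.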
# Numbers without * were called inactive; ? = inconclusive; / = not tested or not shown; & = joins results of further samples; [ ] = remark or other dose. Calls follow the shape of the dose curve; as a rule, active = well fitted curve in the direction sought with a large enough effect; inconclusive = small, poorly fitted or top-dose-only effect, or another doubt; inactive = no such curve, though single readings can be large; an effect the other way counts as inactive or inconclusive. % is scaled to controls: 0 for no effect and ±100 for the full control effect; potency is read from the fitted curve at half-maximal effect. This is a subset, so the mix of outcomes need not match the whole.
item	SMILES	TDP1 cell CPT	DT40 TDP1 no CPT	KAT2A inh
1	Cc1cccc(NC(=O)c2ccc(COc3ccccc3[N+](=O)[O-])o2)n1	-5%	?	0%
2	COc1ccccc1CNC(=O)COC(=O)c1ccccn1	30%	-1%	0%
3	COc1ccccc1N(C(=O)CN1C(=O)c2ccccc2S1(=O)=O)C(C(=O)NCC1CCCO1)c1ccc(F)cc1 (centres undefined)	?	?	2%
4	CC[C@@H]1C=C(C(=O)O)[C@H](c2ccc(Br)cc2)N1S(=O)(=O)c1ccc(C)cc1	13%	-6%	1%
5	COc1cccc(NS(=O)(=O)c2csc(C(N)=O)c2)c1	?	-21%	-7%
6	O=c1c(-c2n[nH]c(=S)n2-c2ccccc2)cccn1Cc1cccc(Cl)c1	2%	-3%	-14%
7	COc1ccccc1CNc1nc(NCCNC(C)=O)c2sccc2n1	?	?	/
8	CCOc1ccc(-c2cc(C(=O)Nc3cc(OC)c(OC)c(OC)c3)[nH]n2)c(C)c1	?	?	/
9	CCc1ccc(Nc2ccc(C(=O)O)cc2[N+](=O)[O-])cc1	-3%	-8%	18%
10	O=C(c1cc2c(s1)CCCC2)N1CCN(C(=O)C2CCCO2)CC1 (centres undefined)	-1%	-5%	-1%
11	Cc1oc(-c2ccc(Cl)cc2)nc1CS(=O)CC(=O)N1CCN(c2cccc(C(F)(F)F)c2)CC1 (centres undefined)	15µM*	21µM*	-1%
12	O=c1c2ccccc2sc2nc(C3CCCCC3)n(Cc3ccco3)c(=O)c12	?	-12%	-28%
13	CC(C)(C)c1cc(CN(CCO)CCO)cc(C(C)(C)C)c1O	?	?	-2%
14	CCN(C(=O)Cn1nc(Cc2ccncc2)c2ccccc2c1=O)c1cccc(Cl)c1	?	21µM*	4%
15	COc1ccccc1N(C)S(=O)(=O)c1ccc(C(=O)OCC(=O)NCc2ccco2)cc1	-14%	?	-9%
16	COc1cc2c(cc1OC)/C(=C/C(=O)c1ccc(NC(C)=O)cc1)NCC2	0%	-29%	-25%
17	O=C(Nc1cccc(C(F)(F)F)c1)C1Cc2c(-c3cccc(F)c3)ccnc2O1 (centres undefined)	?	?	/
18	O=S1(=O)CC(N2CCCC2)CN1Cc1ccc(F)cc1 (centres undefined)	-1%	-25%	/
19	CNC(=O)Cn1ncc2c(C)n(Cc3ccc(C)cc3)c(C)c2c1=O	-14%	?	0%
20	Nn1c(Cc2cccc3ccccc23)nnc1SCc1ccc(Cl)c(Cl)c1	-13%	-22%	-16%
21	S=C(Nc1ccc(Oc2ccccc2)cc1)NC1CCCCCC1	21µM*	23µM*	-3%
22	Cc1cc(C)cc(NC(=O)C2CC(=O)n3ncnc3N2)c1 (centres undefined)	-5%	7%	1%
23	CCOc1ccc(-n2nc3cc(C)c(NC(=O)c4cc(OCC)c(OCC)c(OCC)c4)cc3n2)cc1	-2%	-2%	7%
24	CC1CC(OC(=O)C2CCN(S(=O)(=O)c3ccc(F)cc3)CC2)C(=O)O1 (centres undefined)	9%	-26%	1%
25	CCOC(=O)C1=C(C)NC(=O)NC1c1ccc2c(c1)OCO2 (centres undefined)	-1%	-3%	-16%
26	CC(Oc1ccc(F)cc1)C(=O)Nc1nc(-c2ccccn2)cs1 (centres undefined)	1.3µM*	5.2µM*	-5%
27	O=C(COc1ccccc1[N+](=O)[O-])N/N=C/c1ccccn1	-4%	-25%	31%[activator]
28	CSc1nsc(SC)c1-c1ccc(Cl)cc1	-24%	-9%	/
29	CCOC(=O)/C(=C/c1ccco1)NC(=O)c1ccc(Br)o1	11%	-2%	-16%
30	CCN(CC)c1ccc(C=C2C(=O)OC3(CCCC3)OC2=O)cc1	-4%	1%	3%
31	CCCCn1c(N)c(N(CC(C)C)C(=O)CSCc2ccc(Cl)c(Cl)c2)c(=O)[nH]c1=O	-8%	-14%	-1%
32	COc1ccc(Cl)cc1NC(=O)c1noc2c1CCCC2	-11%	-3%	-6%
33	C(=N\c1nc2ccccc2n1CCN1CCOCC1)/c1cccs1	9%	-4%	-4%
34	COc1ccc(OCCNS(=O)(=O)c2ccc3oc4ccccc4c3c2)cc1	?	-28%	2%
35	CC(=O)Oc1cc2c(c(C)c1OC(C)=O)CC=C1[C@]3(C)CC[C@]4(C)CC[C@@](C)(C(=O)O)CC4[C@]3(C)CC[C@]12C (some centres undefined)	3.7µM*	4.6µM*	-21%
36	O=S(=O)(c1ccc(S(=O)(=O)n2cnc3ccccc32)cc1)N1CCCCCC1	0%	-5%	-1%
37	CCC(C)NC(=O)COC(=O)c1cccnc1Nc1ccccc1F (centres undefined)	-14%	-23%	-1%
38	Cn1c2c(c(=O)n(C)c1=O)C(NC(=O)C(C)(C)C)(C(F)(F)F)C(=O)N2 (centres undefined)	-4%	3%	-9%
39	O=C(COC(=O)CNC(=O)c1ccccc1)Nc1ccc2c(c1)OCO2	13%	-1%	-4%
40	Cc1ccc(/C=c2/sc3n(c2=O)CCCN=3)o1	?	-18%	-29%
41	Cc1ccc(CN(Cc2cccn2-c2nnc(N3CCCC3=O)s2)C(=O)Nc2ccccc2Cl)cc1	?	?	-10%
42	O=C(NNC(=O)c1ccc(Cn2cccn2)o1)NC12CC3CC(CC(C3)C1)C2	6%	4%	-6%
43	CC(C)CC1=NN(C(=O)c2cccnc2)C(O)(C(F)(F)F)C1 (centres undefined)	4.1µM*	2.9µM*	3%
44	CC(=O)c1ccc(N2CCN(C(=O)C(=O)c3cn(CC(=O)N4CCCCCC4)c4ccccc34)CC2)cc1	23µM*	13µM*	-6%
45	CCOc1ccc(OCc2cccc(C(=O)N3CCCCCC3)c2)cc1	?	?	-1%
46	CCCc1[nH]nc2c1C(c1ccc(OC)cc1OC)C(C#N)=C(N)O2 (centres undefined)	-4%	-14%	2%
47	CCOC(=O)C1CCCN(C(=S)NC2CCCCC2)C1 (centres undefined)	4%	-17%	-1%
48	COC(=O)c1ccc[n+](CC(=O)Nc2ccc(OC(F)F)cc2)c1	14%	-4%	-7%
49	CCOc1ccc(-c2cn(-c3ccccc3OC)c(=S)[nH]2)cc1	?	18µM*	-5%
50	CC[C@@H]1C(=O)[C@H](Cc2ccccc2)[C@H]2CCCC(=O)N3CC[C@@H]1[C@@H]23	-5%&-29%	?	/

# (further entries)
item	SMILES	TDP1 cell CPT	DT40 TDP1 no CPT	KAT2A inh
51	OCCN1CCN(c2ncnc3c2ncn3[C@H]2CN(Cc3ccco3)C[C@@H](CO)O2)CC1	-19%	-10%	/
52	CCOC(=O)CNC(=O)Cn1cnc2c(nnn2-c2cccc(Cl)c2)c1=O	4%	-4%	-2%
53	CCOc1ccc(S(=O)(=O)N(CC(N)=O)c2ccc(C)cc2)cc1	-22%	-24%	1%
54	O=C(NCCCc1ccccc1)C1CCC(=O)N(CCc2ccc(Cl)cc2)C1 (centres undefined)	?	?	-4%
55	COc1cccc(/C=C2\SC(=O)N(CCC(=O)NCCCn3ccnc3)C2=O)c1	-7%	-4%	-8%
56	Cc1nc2sccn2c(=O)c1CCN1CCC(=C(c2ccccc2)c2ccc(F)cc2)CC1	13µM*	12µM*	-6%&-3%
57	O=C(O)c1cc2n(n1)C(C(F)(F)F)CC(C1CC1)N2 (centres undefined)	?	?	2%
58	CN1CCN(C(=S)Nc2cccc(C(F)(F)F)c2)CC1	-5%	-25%	-6%
59	CC1CCN(C(=O)C(Cc2ccccc2)n2cccc2)CC1 (centres undefined)	?	?	1%
60	Cc1cc(C)c(C#N)c(OCc2ccc(Cl)nc2)n1	-2%	-16%	-18%
61	COCCN1Cc2cccc(C(=O)Nc3ccc(C(=O)OC)cc3)c2C1=O	-5%	4%	-1%
62	COCC(=O)Nc1nnc(CCc2ccccc2)s1	0%	-1%	0%
63	COc1ccc(S(=O)(=O)NCC(=O)N(CC(=O)NCC2CCCO2)Cc2ccc(F)cc2)cc1 (centres undefined)	-14%	-11%	0%
64	O=C(COC(=O)c1cccs1)Nc1cccc(S(=O)(=O)N2CCOCC2)c1	1%	2%	2%
65	COc1cccc(-c2c(C(=O)N/N=C(\C)COc3ccccc3)nnn2-c2nonc2N)c1	-4%	16%	-5%
66	CC(=O)NC(C)(c1ccccc1)c1nc(-c2cc(F)cc(F)c2)cs1 (centres undefined)	?	?	/
67	CC(NC(=O)CN(C)Cc1cccs1)c1ccccc1 (centres undefined)	-24%	-17%	-2%
68	C[C@H](CO)N1C[C@H](C)[C@@H](CN(C)Cc2ccc(C(=O)O)cc2)Oc2c(NS(=O)(=O)c3ccc(F)cc3)cccc2C1=O	10%	-7%	-2%
69	CN(Cc1ccccc1)c1nc2c(c(=O)n(C)c(=O)n2C)n1CCCc1ccccc1	23µM*	16µM*	-7%
70	Cc1[nH]c(=O)[nH]c(=O)c1S(=O)(=O)N1CCCC(C(=O)N2CCN(c3ccccc3Cl)CC2)C1 (centres undefined)	-2%	-3%	4%
71	C[C@H](O)[C@@H]1C(=O)N2CCc3ccc(-c4ccccc4)cc3[C@@H]2C[C@@H]1N(C)C(=O)c1ccc(C#N)cc1	?	?	/
72	COc1ccc(-n2c(COc3cccc(C)c3)nnc2SCC(=O)O)cc1	4%	-13%	-2%
73	CN(C)c1ccc(CC(=O)N2CCCC(c3cc(C(=O)Nc4ccc5c(c4)OCO5)no3)C2)cc1 (centres undefined)	16µM*	13µM*	/
74	O=C(O)c1ccc(N/N=C/c2ccc(F)c(F)c2)cc1	-21%	-10%	-14%
75	CC(C)(C)OC(=O)N1CCC(CC2CC(c3ccccc3)=NO2)(C(=O)O)CC1 (centres undefined)	-3%	-11%	/
76	COc1ccc(CNC(=O)Cn2nc(C)c3c(C)n(-c4ccccc4)nc3c2=O)cc1OC	-18%	-23%	-6%
77	Cc1ccc(NC(=O)C2Cc3ccccc3C(=O)O2)cc1 (centres undefined)	2%	0%	-2%
78	COC(CNC(=O)c1cn(C)c2ccc(S(=O)(=O)N3CCOCC3)cc2c1=O)OC	-2%	13%	-7%
79	Cc1ccccc1N(C)S(=O)(=O)c1nnc(NC(=O)c2ccco2)s1	?	?	-10%&-6%
80	CN1/C(=C/C2CC(=O)N(c3ccc([N+](=O)[O-])cc3)C2=O)C(C)(C)c2ccccc21 (centres undefined)	-6%	-28%	-13%
81	COCCNC(=O)CCCn1c(=O)c2cc(OC)c(OC)cc2n(CC(=O)c2ccccc2)c1=O	3%	-17%	-3%
82	CCOc1ncccc1C(=O)OCC(=O)Nc1ccc(S(=O)(=O)N2CCOCC2)cc1	14%	-8%	-8%
83	O=C(Cn1cnc2c(oc3nc4c(cc32)CCCC4)c1=O)Nc1cccc(Cl)c1	23µM*	12µM*	-5%
84	C=CCN(Cc1ccc(OC)c(OC)c1)C(=O)N1CCOCC1	36%[activator]	1%	-5%
85	Cc1ccc(S(=O)(=O)N2C3CC(c4ccccc4)N(S(=O)(=O)c4ccccc4Cl)CC3C(=O)C[C@H]2c2ccccc2)cc1 (some centres undefined)	-14%	-16%	/
86	CCCC[n+]1ccn(C2=C([O-])c3ccccc3C(=O)/C2=N\S(=O)(=O)c2ccc(Cl)cc2)c1	8.2µM*	9.2µM*	-2%
87	O=C(O)/C=C/C(=O)Nc1cccc(C(F)(F)F)c1	1%	-6%	0%
88	Cc1nn(-c2ccccc2)c(C)c1NC(=O)COc1ccc(F)cc1Cl	23µM*	21µM*	-3%

# Full records from above. Screens in order: TDP1 cell CPT	DT40 TDP1 no CPT	KAT2A inh
# `COCCNC(=O)CCCn1c(=O)c2cc(OC)c(OC)cc2n(CC(=O)c2ccccc2)c1=O` is listed as 3%	-17%	-3%
# `COC(CNC(=O)c1cn(C)c2ccc(S(=O)(=O)N3CCOCC3)cc2c1=O)OC` is listed as -2%	13%	-7%
# `O=C(Cn1cnc2c(oc3nc4c(cc32)CCCC4)c1=O)Nc1cccc(Cl)c1` is listed as 23µM*	12µM*	-5%
# `CN1/C(=C/C2CC(=O)N(c3ccc([N+](=O)[O-])cc3)C2=O)C(C)(C)c2ccccc21` (centres undefined) is listed as -6%	-28%	-13%
# `C=CCN(Cc1ccc(OC)c(OC)c1)C(=O)N1CCOCC1` is listed as 36%[activator]	1%	-5%

# By substructure: those above containing a tert-butyl group
item	SMILES	TDP1 cell CPT	DT40 TDP1 no CPT	KAT2A inh
13	CC(C)(C)c1cc(CN(CCO)CCO)cc(C(C)(C)C)c1O	?	?	-2%
38	Cn1c2c(c(=O)n(C)c1=O)C(NC(=O)C(C)(C)C)(C(F)(F)F)C(=O)N2 (centres undefined)	-4%	3%	-9%
75	CC(C)(C)OC(=O)N1CCC(CC2CC(c3ccccc3)=NO2)(C(=O)O)CC1 (centres undefined)	-3%	-11%	/
